# From PubChem
# BRCA1 expr up: activators of BRCA1 expression; MCF7-BRCA1-FFLuc reporter, luminescence, 48 h; response scale: scaled: vehicle 0%, 10 µM genistein 100%; Potency, µM (doses to about 46.1 µM), for the others: at the highest dose activation, most hits filed as activators; hit rate 1.1% among 380,000; active = well fitted activation curve with a large enough effect; inconclusive = small, poorly fitted or top-dose-only effect; inactive = no such curve, though single readings can be large or run the other way; note: nearly all actives have a fitted effect of over 80% in size; some results filed as inactive show a strong effect at the top dose
#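 MCF7-BRCA1-FFLuc, 2000 cells/well; 2 h attach, 37 °C/5% CO2; compound 48 h; luciferase substrate 15 min; luminescence end-point. Norm. to genistein 10 microM max activation and DMSO; concentration-response curves fitted.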
# An asterisk follows results filed as active; ? = inconclusive. Potency is the fitted concentration of half-maximal effect. An excerpt; rates above refer to the full screens.
no.	compound	BRCA1 expr up
1	CCCCC1Cc2[nH]c(=S)[nH]c(=O)c2C(c2ccc3ccccc3c2)O1 (stereo not given)	-19%
2	CCc1nc2ccc(C(=O)N(C)Cc3ccccc3)cn2c1N(C)CCCc1ccccc1	-8%
3	Cc1ccc(C)c(NC(=O)C(C)N(c2ccccc2)S(C)(=O)=O)c1 (stereo not given)	16%
4	O=C(NCC(F)(F)F)c1[nH]c(C(F)(F)F)nc1-c1ccccc1	19%
5	Cc1cc(N2CCC(C(=O)NCCC(C)C)CC2)n2nc(C)c(-c3ccc(Cl)cc3)c2n1	11%
6	COc1ccc(S(=O)(=O)NCc2ccc(C(=O)NCCN(C)Cc3ccccc3)cc2)cc1	-11%
7	COc1cccc(NC(=O)C2(C)CCN2C(C)C)c1OC (stereo not given)	5%
8	O=S1(=O)CC(N2CCCC2)CN1Cc1ccccc1 (stereo not given)	6%
9	CC1(C(=O)Nc2cnc3ccccc3c2)CCN1Cc1ccc(OC(F)(F)F)cc1 (stereo not given)	-13%
10	O=C(Nc1cccc2cccnc12)c1csc([C@@H]2O[C@H](CO)[C@H](O)[C@H](O)[C@H]2O)n1	27%
11	COc1cc2c(cc1OC)C(COc1ccc(C(C)C)cc1)N(C(=O)c1ccc(S(=O)(=O)N3CCCC3)cc1)CC2 (stereo not given)	-7%
12	O=C(CNC(=O)C1CCCCC1)OCCOc1ccccc1	4%
13	COc1cccc(NC(=O)C2CCCN(S(=O)(=O)c3c(C)[nH]c(=O)[nH]c3=O)C2)c1 (stereo not given)	14%
14	CCOc1ccc(Cl)cc1-c1cc(C(=O)Nc2cc(OC)c(OC)c(OC)c2)[nH]n1	-68%
15	CC(C)NC(=O)CSc1nc2ccccc2nc1N1CCCCC1	14%
16	Cc1nc2c(OCc3ccc(C#N)cc3)cccn2c1N(C)C(=O)CCC1CCCC1	-4%
17	COc1ccc(C(=O)NCCn2cc(SCC(=O)Nc3ccccc3)c3ccccc32)cc1OC	6%
18	CCOC1=C2CN(S(=O)(=O)c3ccc(C)cc3)[C@@H](c3ccc(CC)cc3)C[C@H]2[C@H]2C(=O)N(c3ccccc3)C(=O)[C@H]2C1	1%
19	CCCCCCN1CCN(C2CN(Cc3cn(Cc4ccc(C)cc4)nn3)S(=O)(=O)C2)CC1 (stereo not given)	3%
20	COc1ccccc1Cc1c(-c2ccc(C#N)cc2)nc2c(C)cc(Br)cn12	-40%

# Carrying on.
no.	compound	BRCA1 expr up
21	CCCCN(C)S(=O)(=O)c1ccc(C(=O)Nc2sc3c(c2C(N)=O)CC(C)(C)NC3(C)C)cc1	-1%
22	N#CCCN(Cc1ccccc1)C(CCc1ccccc1)C(=O)NC1CCCCC1 (stereo not given)	-30%
23	O=C1COc2ccc(-c3csc(-c4ccc(Cl)cc4)n3)cc2N1	0%
24	Cc1ccsc1C(=O)N1CCC1(C)C(=O)NS(=O)(=O)c1ccc(Br)cc1 (stereo not given)	5%
25	OC[C@@H]1CN(Cc2ccc(F)cc2)C[C@H](n2cnc3c(NCc4ccc(F)cc4)ncnc32)O1	15%
26	CCOc1ccc(-c2cc(C(=O)NCc3ccccc3)[nH]n2)c(C)c1	27%
27	Cc1cc(C)cc(CC(=O)N2CCC2(C)C(=O)NS(=O)(=O)c2ccc(Cl)s2)c1 (stereo not given)	16%
28	O=C(OCc1ccccc1)N1CCC2CC1c1ccc(N3CCN(Cc4ccc5c(c4)OCO5)CC3)cc12 (stereo not given)	17%
29	COc1cccc(CNC(=O)c2cc(S(=O)(=O)N3CCCCCC3)cn2C)c1	0%
30	COc1cccc(-c2cnc3c(NC(C)=O)cc(-c4cccc(NC(C)=O)c4)cn23)c1	-19%
31	CCCNC(=O)CN1C(=O)COc2ccc(S(=O)(=O)N3CCC(C)CC3)cc21	-4%
32	COc1ccc2cc3cc(C(=O)Nc4ccccc4C)oc3nc2c1	6%
33	O=C(Nc1cc(-c2nc3ccccc3o2)ccc1Cl)c1ccc(N2CCCCC2)c([N+](=O)[O-])c1	-6%
34	Cc1ccc2nc(-c3ccc(F)cc3)c(NC(C)(C)CC(C)(C)C)n2c1	0%
35	OC(c1ccccc1)(c1ccccc1)C1CCN(CCCOc2ccccc2)CC1	-6%
36	COC(=O)c1ccc2nc(-c3cccc(Cl)c3)c(Cc3cccc(F)c3)n2c1	-12%
37	Cc1ccc(S(=O)(=O)NC(=O)C2(C)CCN2C(=O)Cc2ccc(Cl)cc2Cl)cc1 (stereo not given)	-4%
38	COc1ccc(NC(=O)Cn2ncc3c2-c2ccccc2OC3)cc1Cl	0%
39	COc1ccc(OC)c(NC(=O)CC(=O)Nc2ccc3nc4n(c(=O)c3c2)CCCCC4)c1	19%
40	Cc1ccc(CNC(=O)Cn2c(=O)n(-c3ccc(C)cc3)c(=O)c3c2c2cc(C)ccc2n3C)cc1	7%

# 5 compounds drawn at random from those above:
no.	compound	BRCA1 expr up
40	Cc1ccc(CNC(=O)Cn2c(=O)n(-c3ccc(C)cc3)c(=O)c3c2c2cc(C)ccc2n3C)cc1	7%
35	OC(c1ccccc1)(c1ccccc1)C1CCN(CCCOc2ccccc2)CC1	-6%
37	Cc1ccc(S(=O)(=O)NC(=O)C2(C)CCN2C(=O)Cc2ccc(Cl)cc2Cl)cc1 (stereo not given)	-4%
36	COC(=O)c1ccc2nc(-c3cccc(Cl)c3)c(Cc3cccc(F)c3)n2c1	-12%
33	O=C(Nc1cc(-c2nc3ccccc3o2)ccc1Cl)c1ccc(N2CCCCC2)c([N+](=O)[O-])c1	-6%

# Additional entries follow.
no.	compound	BRCA1 expr up
41	O=S1(=O)CC(N2CCC(c3ccccc3)CC2)CN1C1CCCCC1 (stereo not given)	17%
42	CCCCC(=O)OCc1cc(=O)n2nc(C3CCCCC3)sc2n1	32%
43	Cc1ccc(-c2c(C#N)c(N)n(-c3ccccc3C)c(=O)c2C#N)cc1	2%
44	O=c1c2ccccc2sn1-c1cc(S(=O)(=O)N2CCOCC2)ccc1N1CCCCC1	5%
45	CSc1ccc(NC(=O)C2(C)CCN2C(=O)c2ccccc2CCc2ccccc2)cc1 (stereo not given)	-17%
46	Cc1ccc(SCCNC(=O)CN(c2cccc(C)c2C)S(C)(=O)=O)cc1	0%
47	Cc1ccc(C)c(OCC(=O)Nc2ccc(S(=O)(=O)Nc3onc(C)c3C)cc2)c1C	7%
48	CN(C)S(=O)(=O)c1ccc2c(c1)N(CC(=O)NCc1cccc(Br)c1)C(=O)CS2	13%
49	CCOc1ccc(-c2cc(CCCC(=O)NCCc3ccc(SC)cc3)no2)cc1	-20%
50	COC(=O)c1ccc(CNc2ccc(C(C)=O)cc2)cc1	64%
51	O=[N+]([O-])c1ccc(O)c(-c2ccnc3cc(-c4ccccc4)nn23)c1	-65%
52	CCCN1CNc2c(c(=O)[nH]c(=S)n2CCc2ccc(Cl)cc2)C1	0%
53	COc1ccc(N2CC3=C(C2=O)C(c2ccc(Br)cc2)NC(=O)N3C)cc1 (stereo not given)	-27%
54	COc1ccccc1NC(=O)NCCCN1CCN(c2ccc(F)cc2)CC1	3%
55	Cc1ccc(-n2ccnc(NCc3ccccc3)c2=O)cc1C	0%
56	CCCc1ccc2ccc3ccccc3c2n1	-4%
57	CC(=O)Nc1cc(-c2cccc(C(=O)NCCO)c2)cn2c(-c3ccc(F)cc3)cnc12	-16%
58	OC[C@H](S)CS	-24%
59	Cc1ccc2[nH]c(=O)c(CN(Cc3ccco3)Cc3nnnn3Cc3ccccc3)cc2c1	0%
60	COc1ccc(C(NC(=O)C2CCN(CCCc3ccccc3)CC2)c2cccs2)cc1 (stereo not given)	-20%

# Next part.
no.	compound	BRCA1 expr up
61	CCc1ccc(N2C(=O)CSC23C(=O)N(Cc2ccc(C)cc2)c2ccccc23)cc1 (stereo not given)	15%
62	Cc1cccc(C(=O)N2CCC(=O)N([C@H](COCc3ccccc3)Cc3ccccc3)CC2)c1	-8%
63	COCCNc1nc(NCc2cccc(OC)c2OC)c2sccc2n1	-21%
64	CCOC(=O)C1(C)CCN1C(=O)c1cccc(Cl)c1 (stereo not given)	15%
65	Cc1ccc(NC(=O)C2CCN(C(=O)c3cnn(-c4ccccc4)c3-n3cccc3)CC2)cc1	0%
66	CCOC(=O)c1c(C)[nH]c(C)c1S(=O)(=O)NCC(=O)N1CCN(c2ccccc2OC)CC1	-4%
67	COc1ccccc1NC(=O)C1=C(C)Nc2nc(SCc3ccccc3)nn2C1c1ccccn1 (stereo not given)	13%
68	OCc1cccc(-c2cnc3c(Nc4cccc(OC(F)(F)C(F)F)c4)nccn23)c1	15%
69	CCOC(=O)c1ccc(N2C(=O)c3n[nH]c(C)c3C2c2ccc(OCC)cc2)cc1 (stereo not given)	-59%
70	CCCNC(=O)C1(C)CCN1C(=O)Cc1ccc(-c2ccccc2)cc1 (stereo not given)	1%
71	Cc1nc(C(F)(F)F)ccc1C(=O)N1CCC1(C)C(=O)NS(=O)(=O)c1ccc2c(c1)CCO2 (stereo not given)	5%
72	CCn1cc(/C=C(\NC(=O)c2cc(OC)c(OC)c(OC)c2)C(=O)NCCCn2ccnc2)c2ccccc21	-3%
73	CCCCNC(=O)C1(C)CCCCN1C(=O)c1cc2ccccc2s1 (stereo not given)	-3%
74	CCCCN(C=O)c1c(CC)nc2ccc(C(=O)NCc3cccs3)cn12	4%
75	COc1ccc(C(NC(=O)C2CCN(CCc3ccccc3)CC2)c2ccccn2)cc1 (stereo not given)	16%
76	COc1cccc(CNC(=O)Cn2c(=O)oc3cc(S(=O)(=O)N4CCCC4)ccc32)c1	18%
77	Cc1cc(C)cc(-n2ccnc2SCC(=O)Nc2ccc(C)c(Cl)c2)c1	0%
78	COc1cc(-c2cnc3c(NC=O)cc(-c4ccc(C)cc4)cn23)cc(OC)c1OC	?
79	COc1cccc(CNC(=O)CN2C(=O)N(c3cc(C)ccc3C)S(=O)(=O)c3ccccc32)c1OC	-18%
80	COc1ccccc1Cc1c(-c2ccc(OC)c(OC)c2)nc2ccc(Cl)cn12	-29%

# Next section:
no.	compound	BRCA1 expr up
81	COc1ccc(NC(=O)c2cc(-c3cc(F)ccc3OC)n[nH]2)cn1	17%
82	OC[C@@H]1CN(Cc2ccncc2)C[C@H](n2cnc3c(NCc4ccncc4)ncnc32)O1	11%
83	c1ccc2c(c1)ncn2-c1cncnc1	21%
84	CCOCCCn1c(=N)c(S(=O)(=O)c2ccc(C)cc2)cc2c(=O)n3ccccc3nc21	23%
85	CCNC(=O)C1CCCN(C(=O)c2cccc(C(F)(F)F)c2)CC1 (stereo not given)	-15%
86	CCOc1ccc(OCC(=O)NCCS(=O)(=O)N2CCN(c3cccc(Cl)c3)CC2)cc1	9%
87	O=C(Nc1c(-c2ccc(F)cc2)nc2ccccn12)c1cccc(F)c1	-21%
88	COc1cccc(C2C(C(=O)Nc3ccccc3OC)=C(C)Nc3nc4ccccc4n32)c1 (stereo not given)	-1%
89	Cc1noc(C)c1-c1ccc(C(=O)NCc2cccs2)c2occc12	-43%
90	Cc1cn([C@H]2C[C@H](O)[C@@H](/C=C/C(=O)N3CCN(Cc4ccc(F)cc4)CC3)O2)c(=O)[nH]c1=O	2%
91	CC1ON=C(c2ccccn2)N(Cc2ccc(S(C)(=O)=O)cc2)C1=O (stereo not given)	3%
92	CCOc1ccc(NC(=O)Cn2c(=O)n(CCc3ccccc3)c(=O)c3c4c(sc32)CN(C(C)=O)CC4)cc1	-39%
93	Cn1nc(C(C)(C)C)cc1NC(=O)C1(C)CCN1C(=O)c1ccccc1CCc1ccccc1 (stereo not given)	-28%
94	CCn1c(=O)cc(OCC(=O)N2CCN(c3ccccc3OC)CC2)c2ccccc21	-2%
95	COC(=O)c1ccc2nc(-c3cccc(Br)c3)c(Cc3ccsc3)n2c1	6%
96	COc1ccc(-n2c(=O)c3ccccc3n(Cc3ccc(F)cc3Cl)c2=O)cc1OC	0%
97	CC1(C(=O)NS(=O)(=O)c2ccc(Cl)cc2)CCN1C(=O)CCc1ccc(Cl)cc1Cl (stereo not given)	18%
98	S=C(NCCCc1cnc[nH]1)NCCCN(Cc1ccc(Cl)cc1)c1ccc(Br)cc1	-67%
99	Cc1cc(Cl)nc2ccccc12	0%
100	CC1(C(=O)NCC2CC2)CCN1C(=O)C/C=C/c1ccccc1 (stereo not given)	8%

# New compounds follow.
no.	compound	BRCA1 expr up
101	CCC(c1nnnn1-c1ccc2c(c1)OCCO2)N1CCc2ccccc2C1 (stereo not given)	-2%
102	O=C(CN1CCN(Cc2ccc(F)cc2)C1=O)NCc1ccccc1Cl	12%
103	Cc1ccc2[nH]c(=O)c(CN(CCCO)Cc3nnnn3Cc3ccco3)cc2c1	14%
104	CCOC(=O)Cc1ccc(Nc2nc(NC)nc3ccsc23)cc1	-9%
105	COc1ccc(-c2cc(NC(C)=O)c3ncc(-c4ccccc4)n3c2)cc1OC	-6%
106	CN(C)CCCNc1nc2cc(-c3cncnc3)sc2c(=O)n1C	15%
107	Cn1c(=O)c2cc(NC(=O)OCCF)ccc2n1Cc1cccc(C(F)(F)F)c1	-12%
108	COc1cc2nc(N3CCOCC3)nc(NC(C)C)c2cc1OC	1%
109	COc1ccccc1CNc1nc(NCc2ccccc2)nc2ccsc12	-46%
110	Cc1ccc(S(=O)(=O)C(CNC(=O)c2c(F)cccc2F)c2ccco2)cc1 (stereo not given)	36%
111	CCOP(=O)(OCC)C(Cc1ccc(OC)c(OC)c1)N=C(c1ccccc1)c1ccccc1 (stereo not given)	16%
112	CCOc1ccc(NC(=O)c2oc3ccccc3c2NC(=O)Cc2ccc(F)cc2)cc1	9%
113	CCc1nc2ccc(C(=O)Nc3ccc4c(c3)OCC(=O)N4)cn2c1N(CC)Cc1cccc(Br)c1	-22%
114	Cc1cc(N2CCN(C(c3ccnc4ccccc34)c3nnnn3-c3c(C)cccc3C)CC2)c2ccccc2n1 (stereo not given)	-39%

# Grouped by structure: those above containing a nitro group on carbon (two)
no.	compound	BRCA1 expr up
33	O=C(Nc1cc(-c2nc3ccccc3o2)ccc1Cl)c1ccc(N2CCCCC2)c([N+](=O)[O-])c1	-6%
51	O=[N+]([O-])c1ccc(O)c(-c2ccnc3cc(-c4ccccc4)nn23)c1	-65%
